COUP-TFII inh: NR2F2 transcriptional activity inhibitors, primary screen, cell-based, luciferase reporter, HEK293T, luminescence; inhibition, % at 8.6 µM; AID 686940, 2013; hit rate 0.7% among 370,000; HEK293T NGFI-A luciferase reporter; COUP transcription factor 2 (Homo sapiens), P24468;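 active means inhibition above a per-plate cutoff, mean inhibition of test wells between control levels plus 3 SD, cut at about 38% in these data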;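 further: cells cotransfected with COUP-TFII expression vector driving the NGFI-A reporter; 0% = median of COUP-TF2 test wells and 100% = reporter-only cells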
Target sequence (P24468 whole entry, looked up): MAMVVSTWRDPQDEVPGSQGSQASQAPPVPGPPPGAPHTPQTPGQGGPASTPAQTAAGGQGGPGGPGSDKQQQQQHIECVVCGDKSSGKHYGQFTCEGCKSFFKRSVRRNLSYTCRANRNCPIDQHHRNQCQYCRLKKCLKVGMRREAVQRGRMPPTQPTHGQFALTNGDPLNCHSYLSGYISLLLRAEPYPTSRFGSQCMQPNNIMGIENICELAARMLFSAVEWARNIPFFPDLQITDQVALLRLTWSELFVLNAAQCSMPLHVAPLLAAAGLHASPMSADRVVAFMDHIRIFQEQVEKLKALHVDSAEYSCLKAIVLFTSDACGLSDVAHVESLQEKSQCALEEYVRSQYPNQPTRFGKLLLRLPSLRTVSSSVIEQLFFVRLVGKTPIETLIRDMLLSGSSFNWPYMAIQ
TROY NFkB inh: inhibitors of TROY-driven NF-kB signaling, primary screen, Q293 LMP1-TROYcd cells, NF-kB luciferase, uHTS; inhibition, % at 10 µM; Q293 LMP1-TROYcd NF-kB luciferase reporter, 4 h; AID 1347056, 2019; hit rate 0.98% among 360,000;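 active means compounds whose plate-normalised and pattern-corrected inhibition of the luciferase reporter signal at the single screening dose is 50% or more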
NOD2 RIPK2 PPI: NOD2-RIPK2 binding disruptors in cells, primary screen, fluorescence, CHO cells, BLA complementation | Receptor-interacting serine/threonine-protein kinase 2 (Homo sapiens), O43353 | CCF4 ratio | inhibition, % at 4.98 µM | hit rate 0.38% among 360,000; in the data active means inhibition above about 21%;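 further: 0% = vehicle only and 100% = reference blocker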
NCOA3 inh: SRC3 coactivator transcriptional activity inhibitors, primary screen, cell-based, luminescence. HEK293 GAL4-SRC3 luciferase reporter. inhibition, % at 3.6 µM. hit rate 0.17% among 360,000;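 active means inhibition above a per-campaign cutoff, the mean of all compounds plus 3 SD, cut at about 60% in these data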;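 further: 0% = DMSO-treated cells and 100% = gossypol-treated cells at 36 µM; higher means less SRC3-driven luciferase light from the GAL4 reporter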
NCOA1 inh: SRC1 coactivator transcriptional activity inhibitors, primary screen, cell-based, luminescence | Nuclear receptor coactivator 1 (Homo sapiens), Q15788 | inhibition, % at 3.6 µM | HEK293 GAL4-SRC1 luciferase reporter | hit rate 0.12% among 360,000;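 active means inhibition above the campaign mean plus 3 SD, with each screening campaign given its own cutoff, cut at about 60% in these data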;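 further: 0% = DMSO treated cells and 100% = gossypol at 36 µM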
ABHD5-PLIN5 inh: ABHD5-PLIN5 interaction inhibitors, primary screen, cell lysate, split luciferase complementation, luminescence; Split G. princeps luciferase complementation, 4 h; hit rate 0.78% among 360,000; Perilipin-5 (Homo sapiens) + 1-acylglycerol-3-phosphate O-acyltransferase ABHD5 (Homo …; inhibition, % at 4 µM;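 active means inhibition above the mean inhibition across every tested compound plus 3 SD, cut at about 22% in these data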;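 further: 0% = DMSO only wells and the 100% control is not disclosed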
TLR9-MyD88 block: inhibitors of TLR9-MyD88 association in cells, primary screen, cell-based, CHO, BLA complementation, fluorescence. Toll-like receptor 9 (Homo sapiens) + Myeloid differentiation primary response protein …. AID 504734, 2011. CCF4 FRET ratio. hit rate 0.21% among 340,000. inhibition, % at 4.98 µM;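 active means inhibition above the mean over all tested compounds plus 3 SD, cut at about 21% in these data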;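 further: 0% = DMSO only wells and 100% = clavulanate BLA inhibitor control wells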
SRC2 inh: inhibition of GAL4-SRC2 driven luciferase reporter, primary screen, SRC2 inhibitor project, cell-based, luminescence; hit rate 0.17% among 370,000; Nuclear receptor coactivator 2 (Homo sapiens), Q15596; inhibition, % at 9 µM; AID 651957, 2012; HEK293 GAL4-SRC2 luciferase reporter;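 active means inhibition above the mean inhibition of all tested compounds plus 3 SD, set per campaign, cut at about 52% in these data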;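 further: 0% = DMSO treated cells and 100% = cells given Gossypol at 36 µM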
TWEAK Fn14 block: inhibitors of TWEAK-Fn14 signaling, primary screen, luciferase reporter cells, uHTS; TWEAK-stimulated Fn14 reporter cells, luciferase luminescence, 8 h; inhibition, % at 10 µM; hit rate 2% among 360,000; AID 1159606, 2016; in the data active means inhibition above about 50%
LRH-1 inv ag: LRH-1 (NR5A2) inverse agonists, primary screen, cell-based, luminescence, HEK293T, StAR-luciferase reporter. Nuclear receptor subfamily 5 group A member 2 (Homo sapiens), O00482. hit rate 0.13% among 360,000. LRH-1 transfected, 24 h. inhibition, % at 3.6 µM;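 active means inhibition above the mean inhibition of all tested compounds plus 3 SD, cut at about 73% in these data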;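 further: 0% = DMSO wells and 100% = reporter-only cells lacking LRH-1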
Target sequence (O00482 whole entry, looked up): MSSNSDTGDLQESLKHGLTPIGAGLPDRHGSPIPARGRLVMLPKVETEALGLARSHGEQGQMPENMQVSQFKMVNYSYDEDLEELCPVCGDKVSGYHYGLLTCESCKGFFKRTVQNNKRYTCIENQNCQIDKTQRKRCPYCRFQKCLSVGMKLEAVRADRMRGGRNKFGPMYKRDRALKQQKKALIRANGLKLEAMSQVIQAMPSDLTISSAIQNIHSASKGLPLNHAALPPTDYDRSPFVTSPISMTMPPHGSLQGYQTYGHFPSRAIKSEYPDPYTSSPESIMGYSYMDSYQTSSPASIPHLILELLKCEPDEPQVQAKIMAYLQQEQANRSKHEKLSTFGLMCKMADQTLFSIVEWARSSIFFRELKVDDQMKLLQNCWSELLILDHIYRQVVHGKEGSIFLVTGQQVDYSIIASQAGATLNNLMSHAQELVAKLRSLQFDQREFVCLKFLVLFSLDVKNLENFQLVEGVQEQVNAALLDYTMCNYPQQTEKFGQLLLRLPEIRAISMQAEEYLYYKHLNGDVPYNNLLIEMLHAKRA
Exocytosis inh: LAMP-1 surface exposure blockers, TALL-104 cells – cell-based, flow cytometry, MLPCN library, primary screen; TALL-104 LAMP-1 surface exposure; cells stimulated with thapsigargin and PMA; inhibition, % at 10 µM; hit rate 0.66% among 360,000;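 active means inhibition above about 55%, limit read from the data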
* = called active by the depositor; x = not tested or not shown. An excerpt. The share of hits here may be higher or lower than overall.

SMILES	COUP-TFII inh	TROY NFkB inh	NOD2 RIPK2 PPI	NCOA3 inh	NCOA1 inh	ABHD5-PLIN5 inh	TLR9-MyD88 block	SRC2 inh	TWEAK Fn14 block	LRH-1 inv ag	Exocytosis inh
Clc1cccc(CNCCc2ccc3c(c2)OCO3)c1	-2.7	9.5	-10.3	-7.8	-20.7	0.3	-17.6	-33.3	-10.6	-25.9	5.3
COc1ccc(OC)c(CN2CCCC(C(=O)c3sccc3C)C2)c1 (stereo not drawn)	0.0	3.1	-5.4	9.7	11.2	3.1	-3.5	13.1	7.5	16.1	34.2
Nc1ccccc1C(=O)OCCOc1ccccc1	-23.0	9.9	3.0	-94.7	-102.2	-7.4	5.2	-13.2	67.0*	-194.1	-9.0
C[C@]12CCC3C(CC[C@@H]4[C@H]5O[C@H]5CC[C@]34C)C1CC[C@@H]2O (stereo partly drawn)	-3.0	-12.2	-2.5	-29.8	-0.4	-12.5	-9.6	-0.9	-3.2	-11.0	-6.7
CC(C)n1nnnc1CN1CCN(C)CC1	6.0	-4.2	-7.9	3.6	6.4	-7.7	-12.1	-6.3	-3.5	-5.2	1.1
CCOCCN1CCC(OC(C)=O)C(C)C1 (stereo not drawn)	-12.6	-3.9	3.2	-2.2	-7.8	-1.0	-4.4	-12.4	-13.6	21.6	1.1
CCOC(=O)c1c(/N=C/C2C(=O)NC(=S)NC2=O)sc2c1CCC2	x	-6.1	-2.3	-1.6	-9.6	-18.5	x	x	1.6	-2.6	12.8
O=C(Cc1ccccc1)OCC(=O)c1ccccc1	-7.4	-36.4	-8.8	12.0	-15.8	-0.1	-5.6	-15.6	-12.8	7.1	-10.9
CCC[N+]12CCC(CC1)C(=C(c1ccccc1)c1ccccc1)C2	-5.1	-0.5	-9.4	12.0	-30.5	3.9	-10.7	-20.6	-0.6	-7.2	-0.3
CC1CN1P(=O)(Oc1ccccc1)N1CC1C (stereo not drawn)	-6.0	5.5	-10.8	-4.5	-10.3	7.5	10.8	8.7	0.4	13.0	2.3
Cc1ccc(/C=C2\C(=O)NC(=O)N(CCc3ccc(F)cc3)C2=O)o1	12.7	9.4	1.5	-18.0	-11.8	-3.2	1.6	-27.8	7.9	-43.2	1.1
O=C(N/N=C/c1c(O)n(Cc2ccccc2)c(=O)[nH]c1=O)c1ccncc1	-1.6	-11.9	-13.5	-18.5	4.2	3.1	x	-3.4	10.0	2.5	-2.6
O=C1NC(=O)C2(C(=O)N1)C(c1ccc(F)cc1)NC(=S)NC2c1ccc(F)cc1 (stereo not drawn)	0.3	3.5	-1.9	-3.2	-3.6	2.0	1.9	0.8	-3.1	8.0	0.0
COc1cccc(C(=O)C2CCCN(Cc3ccc4nsnc4c3)C2)c1 (stereo not drawn)	3.4	24.0	13.6	8.7	-3.7	-4.5	-10.6	-12.2	2.6	-7.1	3.0
CCCCC1(CN2CCCC2=O)C(=O)NC(=O)NC1=O	17.0	4.1	-0.1	-0.9	-5.5	-1.6	12.8	15.8	-2.6	23.9	-0.1
CC(=O)N(C1=NCCCS1)c1ccc(Cl)cc1	0.3	19.8	-7.2	-10.2	9.4	-1.9	-0.4	2.4	1.9	-13.4	-6.1
COc1cccc(CN2CCNCC2)c1OC	7.6	-10.6	-4.3	11.6	-10.7	-1.8	2.0	-18.8	-1.7	19.3	-5.3
C#C[C@]1(O)CCC2C3CC=C4C[C@H](O)CC[C@]4(C)C3CC[C@@]21C (stereo partly drawn)	3.2	-3.1	-22.6	14.7	15.0	-7.6	-7.2	-21.2	-8.1	4.3	4.9
Clc1ccc(C(Cl)(Cl)Cl)c(Cl)c1	3.7	-15.5	-0.3	3.2	-2.3	3.6	-5.4	-12.1	-8.9	-18.0	-0.4
CCCCn1c(O)c(C(CC)=Nc2ccc(OCC)cc2)c(=O)[nH]c1=O	-3.9	6.6	3.7	-28.0	-6.4	-13.0	0.1	7.8	33.4	-9.1	0.2

The list goes on (two carried over from the part before).
SMILES	COUP-TFII inh	TROY NFkB inh	NOD2 RIPK2 PPI	NCOA3 inh	NCOA1 inh	ABHD5-PLIN5 inh	TLR9-MyD88 block	SRC2 inh	TWEAK Fn14 block	LRH-1 inv ag	Exocytosis inh
Clc1ccc(C(Cl)(Cl)Cl)c(Cl)c1	3.7	-15.5	-0.3	3.2	-2.3	3.6	-5.4	-12.1	-8.9	-18.0	-0.4
CCCCn1c(O)c(C(CC)=Nc2ccc(OCC)cc2)c(=O)[nH]c1=O	-3.9	6.6	3.7	-28.0	-6.4	-13.0	0.1	7.8	33.4	-9.1	0.2
Cc1cccc2c1N(N=O)CCC2	-10.1	-14.0	7.0	6.3	-4.8	1.8	3.1	18.2	3.2	-7.6	5.6
O=C1NC(=O)C2(CCCC2)C(=O)N1	3.7	8.8	-5.0	-2.3	9.1	-1.4	12.0	1.2	2.2	-4.0	1.9
C#C[C@]1(O)[C@H](O)CC2C3CC[C@H]4C[C@@H](O)CC[C@]4(C)C3CC[C@@]21C (stereo partly drawn)	-3.5	-4.8	-4.9	0.1	12.0	7.6	x	24.2	13.0	19.4	-0.8
COc1ccc(C(c2c(O)c3ccccc3oc2=O)c2c(C)n(C)n(-c3ccccc3)c2=O)cc1 (stereo not drawn)	0.8	-5.6	8.0	8.9	15.1	-0.5	-1.3	-14.7	7.3	2.6	-0.5
COc1ccc2[nH]cc(C(=O)CN(C)C)c2c1	-11.2	-1.6	8.3	0.3	5.7	0.6	-10.7	-0.5	-3.0	-0.9	-2.6
C/C(=N\NC(=O)c1ccncc1)c1c(O)n(-c2ccccc2)c(=O)[nH]c1=O	-3.8	-7.8	2.9	-14.0	-6.4	6.3	x	-2.1	1.7	-17.7	0.2
O=C(N/N=C/c1c(O)n(CCc2ccc(F)cc2)c(=O)[nH]c1=O)c1ccccc1	-17.0	-40.0	-4.3	-38.3	-83.9	-2.9	x	-21.2	-5.6	-22.1	6.7
CCn1cc(C(=O)N2CCCCC2)c2ccccc21	-21.9	10.4	-7.0	11.8	4.1	-5.2	0.3	-27.4	48.0	13.3	7.0
Cc1cc(OCC(=O)NCC2CCC(C(=O)O)CC2)c2c3c(c(=O)oc2c1)CCC3 (stereo not drawn)	-3.6	14.2	-0.2	6.7	-18.9	2.8	-8.9	-5.1	8.6	-24.6	4.0
O=C(c1cc2nc(-c3ccccc3)cc(-c3ccccc3)n2n1)N1CCC2(CC1)OCCO2	-9.9	-11.2	-0.5	-1.7	-14.0	-2.4	10.4	13.2	31.0	14.9	36.0
CCc1ccc(N2C(=O)NC(=O)C(Cc3ccc(OC)cc3OC)C2=O)cc1 (stereo not drawn)	-0.9	-17.2	-2.2	-5.6	-5.5	-1.3	-4.5	-17.4	-26.5	1.4	2.2
CSc1nc(N)c(N=Nc2ccc([As](=O)(O)O)cc2)c(=O)[nH]1	-0.5	19.6	1.1	-12.8	-9.1	66.4*	-2.4	-10.2	21.5	8.1	-9.8
C[C@@H](N)Cc1cnc[nH]1	-0.4	0.9	-11.5	-0.4	-2.2	-1.1	9.9	15.4	1.8	3.2	-2.3
Cc1ccc(-c2nn(Cc3ccccc3)cc2C=O)cc1C	-12.5	-62.3	5.3	-7.0	-31.4	-6.1	-6.5	-20.4	-4.6	-48.7	-0.2
CCOC(=O)C(NC(=O)CCl)(Nc1ccc(C(O)(C(=O)OCC)C(F)(F)F)cc1)C(F)(F)F (stereo not drawn)	27.9	7.0	6.0	26.5	-6.6	3.9	-0.1	19.0	-16.4	-13.3	-3.1
CN1C2CCC1CC(OC(=O)c1ccc([N+](=O)[O-])cc1)C2 (stereo not drawn)	14.3	0.1	2.0	8.8	5.4	2.0	-0.2	3.0	35.1	6.8	-1.5
COC(=O)C1=C(c2cccc(OCc3ccccc3)c2)C[C@@H]2CC[C@H]1N2C(=O)NCCc1ccc(F)cc1	16.2	33.0	-2.0	8.3	-4.1	-17.4	0.7	3.0	31.9	-15.5	0.1
CC(C)(C)c1ccc(OC(=O)N2CCCCC2)cc1	-42.0	1.3	2.4	-80.0	-48.6	2.8	0.9	-60.3	0.5	-97.8	3.1
CCC1(c2ccccc2)C(=O)N(C)C(=O)N(C)C1=O	23.0	12.6	-10.8	11.7	-20.1	-10.0	-7.9	-16.8	3.5	-17.0	-1.9
COC(=O)C(C)Oc1cc(C)cc2oc(=O)c3c(c12)CCCC3 (stereo not drawn)	-12.9	-11.8	7.2	7.8	-10.2	-3.0	-1.4	-51.8	-1.5	45.8	-3.7
CCCOc1ccc(N2C(=O)CC(N3CC=C(c4ccccc4)CC3)C2=O)cc1 (stereo not drawn)	-2.4	-0.5	9.3	11.8	-35.2	-10.9	-9.7	-2.3	-9.4	-19.0	2.3
C[C@@H]1CC2C3CC=C4C[C@@H](O)CC[C@]4(C)C3CC[C@]2(C)[C@H]1O (stereo partly drawn)	-11.7	11.0	-4.7	7.7	9.0	8.9	2.9	11.8	-9.6	-24.8	-2.8
CC(=O)OC1(c2ccccc2)CC(C(C)(C)C)CN(C(C)(C)C)C1 (stereo not drawn)	8.8	15.7	-8.4	9.0	-2.8	-7.0	1.9	-22.1	7.7	-16.8	6.3
Brc1cccc(CNCCc2ccc3c(c2)OCO3)c1	-10.7	-9.9	-2.8	10.2	2.1	4.8	-4.2	-1.1	-12.1	-3.0	26.0
CC(=O)N1CCN(CC(=O)Nc2ccc(C#N)c(Cl)c2)CC1	-12.8	-0.3	-0.8	-2.9	-1.1	1.9	2.6	-8.6	-13.6	-4.4	-4.9
c1ccc([C@@H]2CO2)cc1	x	2.4	-0.4	-1.3	-3.6	4.1	x	x	2.6	11.4	2.0
O=c1[nH]c(=S)[nH]c(O)c1N=Nc1ccc(S(=O)(=O)N2CCOCC2)cc1	14.6	8.8	-6.8	27.0	24.1	-3.0	-8.0	-2.1	-3.3	20.5	0.8
c1cc2c(cc1NC1=NCCO1)CCCC2	10.6	1.7	15.5	-2.1	-6.1	0.2	6.7	14.0	-3.2	-15.1	-3.4
Cc1cccc(CSc2nc3c(cc2C#N)CN(C)CC3)c1	-12.3	15.6	-8.1	10.4	-1.6	2.3	1.1	3.6	1.9	7.9	-1.0
COc1ccc(CN2CCN(Cc3ccccc3F)CC2)cc1	15.3	4.8	4.8	-29.5	-14.3	-0.3	6.3	6.4	14.1	-32.7	-9.8
N#CC(C#N)=NNc1ccc(-n2ccc(C(F)(F)F)n2)cc1	9.7	67.5*	-7.6	44.6	32.1	57.5*	7.8	0.3	91.4*	30.4	11.3
